MEKK3 PB1 HTS = modulators of MEKK3-MEK5 PB1 binding, primary screen, biochemical, wildtype MEKK3, multiplex bead flow cytometry, Alexa488-MEK5 | Mitogen-activated protein kinase kinase kinase 3 (Homo sapiens), Q99759 | bead-based flow cytometry, Alexa488-MEK5 binding to MEKK3; actives lie on both sides; 0 = blocked by unlabeled MEK5, 100 = vehicle | binding response (% of control), % at 10 µM | 290,000 tested, 1.4% active;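 active = binding response more than 3 SD above or below the average of its plate-row segment, actives on both sides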;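 note: Alexa488 bead fluorescence after subtracting the streptavidin-only scavenger bead signal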
Target sequence (Q99759 whole entry, looked up): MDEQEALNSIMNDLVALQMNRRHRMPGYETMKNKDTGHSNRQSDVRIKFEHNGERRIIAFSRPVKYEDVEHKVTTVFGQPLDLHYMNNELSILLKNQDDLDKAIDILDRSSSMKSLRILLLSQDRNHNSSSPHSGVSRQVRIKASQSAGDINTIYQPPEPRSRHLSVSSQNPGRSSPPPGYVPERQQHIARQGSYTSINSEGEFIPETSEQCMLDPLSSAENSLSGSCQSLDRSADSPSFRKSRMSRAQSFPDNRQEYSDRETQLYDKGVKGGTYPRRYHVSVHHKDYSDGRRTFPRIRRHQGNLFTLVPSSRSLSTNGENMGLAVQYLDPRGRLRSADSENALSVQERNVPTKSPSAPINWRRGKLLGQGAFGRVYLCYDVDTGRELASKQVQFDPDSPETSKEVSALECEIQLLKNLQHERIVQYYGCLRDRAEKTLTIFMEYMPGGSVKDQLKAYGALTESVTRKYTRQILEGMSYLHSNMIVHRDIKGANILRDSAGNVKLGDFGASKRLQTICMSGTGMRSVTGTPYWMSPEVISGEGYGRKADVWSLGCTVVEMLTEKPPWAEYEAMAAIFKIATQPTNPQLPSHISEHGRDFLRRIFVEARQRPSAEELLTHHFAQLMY
FID counter = compounds displacing fluorescent DNA intercalator, primary screen, artefact control for HCV NS3 helicase inhibitor project, biochemical, FID fluorescence; 290,000 tested, 0.17% active; DNA fluorescent intercalator displacement; inhibition, % at 7.9 µM; in the data active = inhibition above about 37%;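 note: 0% = vehicle and 100% = reference compound; higher means more ethidium bromide displaced from hairpin DNA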
NALP1 yeast inh = NALP1 inflammasome inhibitors in reconstituted yeast, colorimetric, S. cerevisiae, triplicate retest; S. cerevisiae NALP1/ASC/caspase-1 growth, X-gal OD620, 72 h; inhibition, % at 10 µM; 280,000 tested, 0.61% active; in the data active = inhibition mostly above about 24%, no sharp cut-off; inactive = mostly below about 32%; note: some compounds called inactive have numbers as strong as hits
MEKK2 mut-MEK5 = MEK5 binding signal on mutant MEKK2 PB1, primary screen, biochemical, multiplex bead flow cytometry, Alexa488-MEK5 | 290,000 tested, 0.35% active | Alexa488-MEK5 binding to MEKK2 mutant | percent response, % at 10 µM; in the data active = percent response above about 24%, passing the limit was not always enough; note: inactives centre near 1; some results filed as inactive read as strong as hits; reference of the scale not given here
GPR7 antag = GPR7 receptor antagonists, primary screen, cell-based, fluorescence, single concentration; GPR7-expressing cells, fluorescence antagonist assay; 290,000 tested, 1.1% active; inhibition, % at 4.4 µM; AID 1861, 2009; in the data active = inhibition above about 16%, passing the limit was not always enough;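 note: cells stimulated with the agonist NPW; 0% = agonist with vehicle and 100% = vehicle without agonist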
Target sequence (P48145 whole entry, looked up): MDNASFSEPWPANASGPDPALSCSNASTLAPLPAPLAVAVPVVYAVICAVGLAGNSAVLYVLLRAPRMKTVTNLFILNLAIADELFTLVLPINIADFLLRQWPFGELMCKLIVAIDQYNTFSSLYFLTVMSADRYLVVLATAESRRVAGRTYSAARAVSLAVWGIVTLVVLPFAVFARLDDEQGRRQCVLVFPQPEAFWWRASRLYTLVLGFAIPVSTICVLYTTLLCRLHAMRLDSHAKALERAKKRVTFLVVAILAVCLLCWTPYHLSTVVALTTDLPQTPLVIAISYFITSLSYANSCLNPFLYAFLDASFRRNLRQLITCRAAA
PHOSPHO1 inh = PubChem AID 1565. Phosphoethanolamine/phosphocholine phosphatase (Homo sapiens), Q8TCT1. recombinant PHOSPHO1, absorbance phosphatase assay. inhibition, % at 13.3 µM. 290,000 tested, 1.1% active; in the data active = inhibition above about 60%
PfM18AAP inh = PfM18AAP inhibitors, malaria aminopeptidase, primary screen, biochemical, QFRET, recombinant enzyme; 290,000 tested, 1.2% active; inhibition, % at 7.35 µM; AID 1822, 2009; H-Glu-NHMec fluorogenic cleavage;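 active = inhibition above the campaign mean inhibition over all tested compounds plus 3 SD, cut at about 28% in these data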;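 note: 0% = plate median of test compound wells and 100% = 2 mM ZnCl2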
OXTR agonist = human OXTR agonists, primary screen, fluorescence, CHO-OTR cells, Fluo-8 calcium; activation, % at 3 µM; Oxytocin receptor (Homo sapiens), P30559; AID 2435, 2010; Fluo-8 calcium fluorescence; normalized: DMSO 0%, oxytocin 100%; 320,000 tested, 0.32% active;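 active = activation above the mean of all tested compounds plus 3 SD, cutoff set per screening run, cut at about 20% in these data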;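 note: peak over basal fluorescence ratio from a 100 s FLIPR kinetic read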
MEKK2wt PB1 HTS = modulators of MEK5 binding to wildtype MEKK2, primary screen, biochemical, multiplex bead flow cytometry, Alexa488-MEK5 | Alexa488-MEK5 binding to MEKK2 WT; actives lie on both sides | binding response (% of control), % at 10 µM | 290,000 tested, 1.1% active; in the data active = binding response below about 67% or above about 130%
* hit, by the source's call; · = not tested or not shown. Compounds as they come; about 6.2% have a hit in one of these screens.

SMILES | MEKK3 PB1 HTS | FID counter | NALP1 yeast inh | MEKK2 mut-MEK5 | GPR7 antag | PHOSPHO1 inh | PfM18AAP inh | OXTR agonist | MEKK2wt PB1 HTS
NS(=O)(=O)c1ccc(-c2ccc(/C=C3\C(=O)Nc4cc(Cl)ccc43)o2)cc1 | 88 | 1 | 10 | -9 | -3 | 8 | 9 | · | 90
O=C(Nc1ccc2c(c1)OCO2)OCc1ccccc1 | 100 | 4 | 6 | 0 | -6 | -56 | -3 | -1.0 | 101
COCCNC(=O)/C(C#N)=C/c1nc(N(C)C)n(-c2ccc(F)cc2)c1Cl | 96 | -9 | 1 | 63* | -8 | 12 | 6 | -0.5 | 93
COc1ccccc1-n1c(C)nc2cc(C(=O)NCC3CCCO3)ccc21 (stereo unspecified) | 99 | -28 | -10 | 9 | -4 | 7 | 6 | 0.4 | 101
CN1CCCN(S(=O)(=O)c2cccc(C#N)c2)CC1 | 93 | 1 | 18 | -9 | -12 | 16 | -6 | 0.0 | 95
Cc1ccc(-n2ncc3c2CCCC3NC(=O)CCn2ccnc2C)cc1C (stereo unspecified) | 107 | 19 | 9 | 11 | 4 | 15 | 5 | -0.9 | 114
Cc1ccc(N(CC(=O)NCC2CCCO2)C(=O)CCC(=O)Nc2ccccn2)cc1 (stereo unspecified) | 93 | -26 | -8 | -13 | -10 | 18 | 0 | -0.5 | 84
COc1ccccc1/C=C1\NC(=S)N(CC2CCCO2)C1=O (stereo unspecified) | 104 | -11 | -15 | 1 | -6 | 97* | 2 | -1.5 | 99
C=CCSc1nnc(NC(=O)CSc2nc3ccccc3[nH]2)s1 | 98 | -6 | 30 | 4 | 10 | 24 | -2 | 6.5 | 97
CC(C)[C@H](NC(=O)c1ccco1)C(=O)OCC(=O)Nc1ccccc1OC(F)F | 101 | -16 | -1 | -7 | 2 | -11 | 1 | -0.1 | 97
COc1ccc(-c2nnc(SCC(=O)O)n2C)cc1OC | 106 | 4 | 2 | 11 | -16 | 31 | -4 | 1.2 | 103
Cn1c(=NC(=O)c2ccco2)sc2cccc(F)c21 | 91 | -3 | -14 | -2 | -8 | -15 | -8 | -1.6 | 95
CCc1ccc(C(=O)C[n+]2cccc3cc(OC)ccc32)cc1 | 99 | 17 | 3 | 13 | -5 | 19 | 2 | · | 118
O=C(NCCCn1ccnc1)C(Cc1ccc([N+](=O)[O-])cc1)N1C(=O)c2ccccc2C1=O (stereo unspecified) | 107 | 2 | 25 | 2 | -5 | 7 | -8 | 0.2 | 107
COc1ccc2[nH]c(=O)c(CN(Cc3ccccc3)Cc3nnnn3CC3CCCO3)cc2c1 (stereo unspecified) | 96 | -7 | 27 | -5 | -6 | 21 | 8 | -0.2 | 92
CCCCC1=CC2=C(c3ccco3)C(=O)C(C)(OC(=O)c3ccc(OC)cc3)C(=O)C2=CN1C1CCCCC1 (stereo unspecified) | 89 | · | · | -4 | · | 9 | · | -0.2 | 94
CC1CCCN(C(=O)CCCn2c(=S)[nH]c3ccccc3c2=O)C1 (stereo unspecified) | 79 | -19 | -19 | -9 | 5 | 15 | 6 | 0.5 | 79
O=C(Nc1ccc(Cl)cc1)C1CC=CCC1C(=O)OCC(F)(F)C(F)F (stereo unspecified) | 96 | -14 | · | -2 | -15 | 34 | 9 | -0.8 | 100
COc1cc(O)sc1C=Nc1ccc(Cl)cc1Cl | 105 | 5 | -11 | -2 | -10 | 36 | -8 | -0.5 | 99
O=C(NC1CCCC1)c1cc(-c2cccs2)on1 | · | -6 | 16 | · | -1 | 16 | -1 | 1.5 | ·
COc1ccc(-c2noc(CCCOc3ccc(Cl)cc3Cl)n2)cc1 | 104 | -4 | 11 | 6 | -5 | 21 | 4 | 2.0 | 108
COc1ccc(N2C(=O)/C(=C3/C=CC=CN3C)SC2=S)cc1 | 91 | 14 | 8 | -4 | 24* | -16 | -4 | 1.6 | 98
OCCCNc1nc(-c2ccc(Cl)cc2)nnc1-c1ccccc1 | 93 | -12 | 25 | -2 | 3 | -3 | 5 | 1.7 | 94
O=C(NCCc1ccccc1F)C1CCC(=O)N(Cc2ccc(Cl)cc2)C1 (stereo unspecified) | 94 | -34 | 17 | -2 | 1 | 38 | -11 | 0.6 | 93
O=C(/C=C/c1ccccc1)NC(=S)NNC(=O)c1cccnc1 | 104 | -6 | 13 | -1 | -1 | 4 | -8 | 1.5 | 99
Cc1nc(NCCc2ccc(Cl)cc2)c2nnn(Cc3ccccc3)c2n1 | 103 | -6 | 11 | 5 | -10 | 25 | 4 | 0.5 | 108
CC(C)c1ccc(N(C(=O)c2csnn2)C(C(=O)NC2CCCC2)c2ccncc2)cc1 (stereo unspecified) | 101 | -39 | 13 | 1 | 14 | 35 | 14 | -0.4 | 100
CCC(=O)Nc1nnc(-c2ccccn2)o1 | 99 | 1 | 19 | 8 | -1 | -4 | 1 | -0.4 | 113
CN(C(=O)CN1C(=O)S/C(=C\c2cccc(Cl)c2)C1=O)C1CCS(=O)(=O)C1 (stereo unspecified) | 99 | -23 | 10 | -5 | 17 | 40 | 3 | 4.0 | 100
COc1ccc(-c2csc3ncnc(Cl)c23)cc1 | 105 | -5 | 8 | -6 | -5 | 32 | -12 | -2.7 | 90
Cc1ccc(-c2c(C#N)c(N)nc3c2CCCCC3)o1 | 104 | -13 | 26 | 5 | -12 | -8 | 1 | -1.5 | 105
CCOc1ccc2nc(NC3=NC(C)(C)C=C(C)N3)nc(C)c2c1 | 107 | 13 | 28 | 21 | -8 | 0 | -5 | 0.8 | 128
N=C1C(c2ccccc2)=C(O)C2CCc3ccccc3N12 (stereo unspecified) | 104 | 0 | -2 | 10 | 6 | -5 | 2 | -1.3 | 111
Cc1cc(Cl)ccc1OC(C)C(=O)NCCCCc1ccccc1 (stereo unspecified) | 102 | -26 | -10 | 8 | 3 | 1 | 5 | -0.3 | 105
COc1cc(CC(=O)N2CCc3ccccc32)cc(OC)c1OC | 94 | -9 | 23 | -3 | -9 | -44 | 0 | 5.0 | 93
Cn1c(-c2ccc(Br)o2)nc2ccccc21 | 99 | -2 | 24 | 10 | -2 | 7 | -5 | -2.1 | 104

Some entries already given, reduced to MEKK3 PB1 HTS.
smiles	MEKK3 PB1 HTS
COc1ccc(-c2csc3ncnc(Cl)c23)cc1	105
N=C1C(c2ccccc2)=C(O)C2CCc3ccccc3N12 (stereo unspecified)	104
O=C(/C=C/c1ccccc1)NC(=S)NNC(=O)c1cccnc1	104
Cc1nc(NCCc2ccc(Cl)cc2)c2nnn(Cc3ccccc3)c2n1	103
Cn1c(-c2ccc(Br)o2)nc2ccccc21	99
COc1cc(CC(=O)N2CCc3ccccc32)cc(OC)c1OC	94

Remaining list, next part:
SMILES | MEKK3 PB1 HTS | FID counter | NALP1 yeast inh | MEKK2 mut-MEK5 | GPR7 antag | PHOSPHO1 inh | PfM18AAP inh | OXTR agonist | MEKK2wt PB1 HTS
O=C(NCC1CCCCC1)c1cc2ccccc2cc1O | 101 | -15 | 4 | 3 | 2 | 13 | 3 | 0.0 | 104
O=C(NCC1(c2ccccc2)CCOCC1)c1ccc(Br)o1 | 102 | -11 | -17 | 4 | 11 | -1 | 6 | -0.3 | 107
Cc1nn(-c2ccccc2)c(Cl)c1/C=C(\CC(=O)O)c1nc2ccccc2s1 | 103 | -44 | -2 | 4 | 10 | -6 | -3 | 4.7 | 103
COCCC(=O)N1CCC(Oc2ccc(C(=O)N3CCC[C@H]3CO)cc2)CC1 | 100 | -22 | 0 | 2 | -3 | 12 | -6 | · | 100
O=C(Cc1ccc(Cl)cc1)c1c[nH]c(C(=O)NCCCN2CCOCC2)c1 | 102 | 7 | 6 | 8 | -2 | 44 | 0 | 0.7 | 108
CS(=O)(=O)N(Cc1ccccc1)c1ccccc1C(=O)O | 88 | 1 | -5 | -10 | -9 | -10 | -4 | -0.2 | 94
CCc1ccc(-n2c(CSc3nnnn3-c3ccccc3)nc3ccccc3c2=O)cc1 | 92 | -3 | 2 | -6 | -3 | 4 | 5 | -0.6 | 96
CCOC(=O)Nc1ccc(S(=O)(=O)Nc2cc(C)nc(C)n2)cc1 | 99 | -3 | 2 | 0 | -10 | 2 | -5 | 0.7 | 97
COc1ccc(S(=O)(=O)N2CCOCC2)cc1C(=O)NC1CCCCC1 | 103 | -19 | 3 | 6 | -15 | 20 | 5 | -1.3 | 104
CN(Cc1ccccc1NCC(=O)Nc1ccccc1C#N)C1CCCCC1 | 100 | 5 | 22 | -1 | 1 | 16 | -9 | -0.6 | 101
COc1ccc(C(=O)/C=C/c2ccc(-c3ccccc3)cc2)cc1CSCC(=O)O | 97 | -18 | 3 | -7 | 4 | -1 | 2 | · | 94
O=c1cc(-c2ccccc2)oc2cc(OCc3ccccc3)cc(O)c12 | 89 | -1 | -10 | -10 | -12 | 37 | 9 | 0.2 | 92
CCCCCCC(=O)Nc1nc(C)c(-c2csc(Nc3ccc(Cl)cc3)n2)s1 | 104 | 0 | -37 | 7 | 9 | 72* | 0 | -0.7 | 128
CCCN(CCC)C(=O)CSc1nc2n[nH]c(C)c2c(=N)n1-c1ccc(OC)cc1 | · | 8 | -16 | · | -3 | 24 | 5 | -2.4 | ·
Cn1cccc1C(=O)NC(=O)COC(=O)c1cc(Cl)ccc1[N+](=O)[O-] | 99 | -1 | 13 | 2 | -14 | 28 | -5 | -0.7 | 101
Cc1cc2nc(CS(=O)(=O)c3ccccc3)cc(=O)n2[nH]1 | 100 | -14 | 11 | -2 | 1 | 48 | -3 | 1.1 | 99
CC(C)n1c(O)c(N=NC(=O)CNC(=O)CCc2ccccc2)c2ccccc21 | 101 | -33 | -12 | 6 | -20 | 28 | 9 | -2.2 | 101
OCCN(CCO)CC(O)CN1c2ccccc2Sc2ccccc21 (stereo unspecified) | 107 | 8 | 14 | 14 | 8 | 24 | 3 | 1.0 | 113
Cc1nc(N)sc1C(=O)Nc1ccccc1 | 108 | 3 | 18 | 0 | -4 | 12 | 1 | -1.1 | 100
COc1ccc(-n2c(C)nn(C)c2=O)cc1 | 112 | 4 | 6 | 12 | 4 | 58 | -1 | 0.8 | 110
CCC(=O)N1CCN=C1SCc1ccccc1Cl | 110 | 0 | 10 | 3 | -21 | 1 | 3 | -0.4 | 110
CCN(CC)C(=O)CC(c1ccc(OC)cc1)c1c(OC)cc(OC)c2ccc(=O)oc12 (stereo unspecified) | 117 | · | 16 | 4 | · | 31 | · | 0.5 | 145*
CCN1CCN(CCCNC(=O)c2cc3c(s2)-c2ccccc2OC3)CC1 | 102 | 18 | 32 | 3 | -10 | 7 | 2 | 0.1 | 111
COC(=O)c1sc2nc(CSc3nc4ccc(C)cc4[nH]3)[nH]c(=O)c2c1C | 109 | -5 | 17 | 12 | -8 | 42 | -11 | 0.9 | 108

Shown as a hit in GPR7 antag, of those listed so far:
Structure,MEKK3 PB1 HTS,NALP1 yeast inh,MEKK2 mut-MEK5,GPR7 antag,PHOSPHO1 inh,PfM18AAP inh,MEKK2wt PB1 HTS
COc1ccc(N2C(=O)/C(=C3/C=CC=CN3C)SC2=S)cc1,91,8,-4,24*,-16,-4,98

Screening data: PubChem, several laboratories
